CRFBP-R2 block: blocks CRF-induced signaling of the CRF-BP/CRF-R2 complex; HEK293 CRF-R2/CRF-BP, CRF-induced calcium fluorescence; hit rate 0.59% among 350,000; inhibition, % at 11.8 µM;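 active means inhibition of the ligand-induced calcium signal above about 50% at the single tested concentration, limit read from the data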
M5 PAM: CHRM5 positive allosteric modulation. P08912. CHO-K1 hM5, Fluo-8 calcium, ACh EC20 PAM; 0% = ACh EC20, 100% = ACh EC100. activation, % at 3 µM. hit rate 0.3% among 360,000. AID 624038;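 active means activation above the run cutoff, the mean activation of all test compounds plus 3 SD, cut at about 18% in these data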
Target sequence (P08912 whole entry, looked up): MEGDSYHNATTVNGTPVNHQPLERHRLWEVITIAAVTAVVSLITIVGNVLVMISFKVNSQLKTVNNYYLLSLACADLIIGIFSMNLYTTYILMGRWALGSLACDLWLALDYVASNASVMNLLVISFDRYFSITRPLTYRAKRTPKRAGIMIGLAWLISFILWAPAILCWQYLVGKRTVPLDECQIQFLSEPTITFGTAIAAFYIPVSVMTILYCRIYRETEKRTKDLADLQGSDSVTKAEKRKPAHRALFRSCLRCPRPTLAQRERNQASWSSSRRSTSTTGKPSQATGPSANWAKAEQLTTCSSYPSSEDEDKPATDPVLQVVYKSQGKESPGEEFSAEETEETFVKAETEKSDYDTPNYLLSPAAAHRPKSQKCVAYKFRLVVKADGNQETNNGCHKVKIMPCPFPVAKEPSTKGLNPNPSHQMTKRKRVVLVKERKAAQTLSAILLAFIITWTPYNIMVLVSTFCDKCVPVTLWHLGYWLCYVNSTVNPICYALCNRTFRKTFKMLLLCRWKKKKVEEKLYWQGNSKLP
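system = human M5 receptor in CHO-K1 cells | compound = one concentration, 3 µM final (nominal) | schedule = Post-acetylcholine fluorescence recording 140 s | signal = Fluo-8 calcium dye fluorescence, kinetic read | benchmarks = low control EC20 acetylcholine (0%), high control EC100 acetylcholine (100%) | repeats = singlicate, one well per test compound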
CHRM5 agonist: CHRM5 agonism in calcium assay | P08912 | CHO-K1 hM5 cells, Fluo-8 calcium fluorescence; 0% DMSO wells, 100% maximal acetylcholine response | activation, % at 3 µM | hit rate 0.19% among 360,000 | AID 624037;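 active means activation above the run's mean over test compounds plus 3 SD, cut at about 23% in these data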;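 further: signal is peak over basal fluorescence ratio across the kinetic read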
CRFBP-R2 agonist: agonists of human CRF-binding protein/CRF-R2 receptor complex; HEK293 CRF-R2/CRF-BP, calcium dye fluorescence (FLIPR); percent of saturating CRF peptide response; activation, % at 13.2 µM; hit rate 0.46% among 350,000; AID 588473;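 active means activation of at least 50%, plus an integration ratio under a set limit after plate pattern correction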;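 further: plate controls were neutral control wells without compound for no effect and CRF at EC100 for full effect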
M4 ag: agonists of human muscarinic M4 receptor (CHRM4); P08173; CHO-K1 hM4/Gqi5, Fluo-8 calcium fluorescence; vehicle 0%, full acetylcholine response 100%; activation, % at 3 µM; hit rate 0.14% among 360,000; AID 624127;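 active means activation above the run mean over all test wells plus 3 SD, cut at about 32% in these data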;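 further: peak over basal fluorescence ratio per well then scaled between controls; 0% = DMSO wells and 100% = acetylcholine at EC100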
Target sequence (P08173 whole entry, looked up): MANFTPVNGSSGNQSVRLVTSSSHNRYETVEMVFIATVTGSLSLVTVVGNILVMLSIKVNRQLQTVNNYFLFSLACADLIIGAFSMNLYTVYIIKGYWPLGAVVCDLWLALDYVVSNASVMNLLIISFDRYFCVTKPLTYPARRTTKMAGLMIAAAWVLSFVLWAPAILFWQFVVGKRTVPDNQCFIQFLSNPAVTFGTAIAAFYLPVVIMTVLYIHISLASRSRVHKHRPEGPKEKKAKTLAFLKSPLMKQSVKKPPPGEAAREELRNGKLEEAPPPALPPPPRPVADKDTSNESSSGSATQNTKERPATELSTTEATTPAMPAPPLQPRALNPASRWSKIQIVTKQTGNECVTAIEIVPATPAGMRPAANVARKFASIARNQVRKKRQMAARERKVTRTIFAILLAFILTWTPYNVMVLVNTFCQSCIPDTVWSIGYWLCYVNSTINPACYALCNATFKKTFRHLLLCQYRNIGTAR
CHRM4 antagonist: antagonists of human muscarinic M4 receptor (CHRM4) | CHO-hM4 cells, ACh EC80, Fluo-8 calcium fluorescence | inhibition, % at 3 µM | hit rate 0.73% among 360,000;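 active means inhibition above its plate's cutoff, the mean inhibition of sample wells plus 3 SD, cut at about 27% in these data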;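 further: 0% = acetylcholine EC80 with DMSO and 100% = DMSO without agonist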
IDE cell inh: inhibitors of human insulin-degrading enzyme in cells | P14735 | HEK cells, FAbetaB cleavage, fluorescence polarization | inhibition, % at 5.59 µM | hit rate 0.41% among 320,000 | AID 434962;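 active means percent inhibition above the average of all tested compounds plus 3 SD, set per screening campaign, cut at about 16% in these data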;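 further: IDE supplied by intact live HEK cells; FP after avidin binding of uncleaved biotin substrate so inhibition keeps polarization high; 0% = DMSO wells and 100% = 60 µM reference IDE inhibitor Ii1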
CHRM5 antagonist: blocks acetylcholine activation of human M5 receptor; inhibition, % at 3 µM; P08912; CHO-hM5 cells, Fluo-8 calcium fluorescence, ACh EC80; hit rate 0.59% among 360,000; AID 624040;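 active means inhibition above a per-plate cutoff, the mean of that plate's test compounds plus 3 SD, cut at about 27% in these data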;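 further: 0% = acetylcholine EC80 with DMSO and 100% = DMSO without agonist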
M4 PAM: positive allosteric modulators of human muscarinic M4 receptor; hit rate 0.4% among 360,000; P08173; CHO-K1 hM4/Gqi5, Fluo-8 calcium fluorescence, ACh EC20; 0% = ACh EC20, 100% = maximal ACh; activation, % at 3 µM;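 active means activation above its plate's cutoff, the mean activation of sample wells plus 3 SD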; further: some results filed as inactive read as strong as hits
* = called active by the depositor; . = no result given.

SMILES	CRFBP-R2 block	M5 PAM	CHRM5 agonist	CRFBP-R2 agonist	M4 ag	CHRM4 antagonist	IDE cell inh	CHRM5 antagonist	M4 PAM
O=[N+]([O-])c1ccc(Cl)c(S(=O)(=O)NCCc2ccccn2)c1	-0.3	-2.9	3.3	-0.3	4.4	-3.0	-1.6	0.9	10.3
O=C1CN(C(=O)C2CCCC2)CCN1	16.9	-4.8	-4.0	-1.7	0.5	-1.2	-2.3	12.1	8.5
CN(C)c1ccc(-c2nnn(CC(=O)NCc3ccc4c(c3)OCO4)n2)cc1	7.5	-3.5	0.5	-1.1	1.4	-4.6	-2.5	5.6	-3.5
Cc1ccc(-n2c(C)c([N+](=O)[O-])c3ccc(O)c(CN(C)C)c32)cc1	-20.8	-2.9	-1.3	0.4	1.4	1.9	0.5	2.8	-2.4
COc1ccc(/C=C/C(=O)OCC(=O)c2ccc3c(c2)NC(=O)CO3)cc1	-18.1	-5.5	2.9	0.6	0.4	4.5	-1.3	5.2	0.3
O=C(NCc1ccco1)C(c1cccs1)N(C(=O)Cc1cccs1)c1ccccc1 (configuration not stated)	-24.1	-35.3	-6.5	1.4	10.8	3.0	3.4	12.5	-1.8
CC1=C(C(=O)OCc2ccccc2)C(c2ccccc2[N+](=O)[O-])NC(=O)N1C (configuration not stated)	-10.2	5.2	-8.4	-0.1	3.0	-5.0	9.8	6.9	-2.9
O=C(c1cccs1)c1coc2ccc(O)c(CN(CCO)CCO)c12	12.0	-2.8	0.3	0.6	0.5	10.5	-0.9	-0.6	-9.0
CCOC(=O)C1=C(CN2CCOCC2)NC(=O)NC1c1cc(C)ccc1C (configuration not stated)	-14.8	-3.6	5.0	1.4	4.0	12.1	5.4	-2.3	-8.4
CCc1sc(C(=O)N2CCc3ccccc32)cc1C	-4.2	-4.7	-4.2	-2.7	-2.6	-7.3	3.5	-9.7	-6.9
COc1ccc(S(=O)(=O)Nc2cccc(-c3ccc4nncn4n3)c2)c(OC)c1	-11.4	-2.5	0.9	3.1	3.1	-3.0	4.2	4.8	-0.7
O=C1CSC(c2ccccc2[N+](=O)[O-])N1c1ccccc1 (configuration not stated)	11.8	-2.3	-6.0	-0.9	-0.2	-4.0	-0.4	0.3	2.2
COc1ccc(-n2c(N)cc(=O)nc2SCC(=O)N2CCN(c3ccccc3)CC2)cc1	7.0	-1.1	-4.8	-3.6	1.0	2.1	2.3	5.5	-1.8
Cc1cc(=O)oc2cc(OCc3ccc(C(=O)OCC(=O)Nc4ccccc4OC(F)F)cc3)ccc12	-9.6	6.3	0.2	1.3	0.5	3.3	2.1	-3.3	-5.4
COc1ncc(C2=CC(=O)CC(C)(C)C2)cn1	-0.5	9.3	2.6	2.8	1.3	-2.8	4.6	3.3	14.7
COc1ccc(CN(CCN(C)C)Cc2ccccc2)c(OC)c1	-1.3	1.5	-5.5	-1.2	2.4	2.2	0.0	11.1	6.6
CN(Cc1ccccc1)C(=O)COC(=O)Cn1cnc2ccccc21	43.2	-1.1	3.9	1.2	1.0	-0.3	-0.6	0.0	-2.5
COc1ccc(NS(=O)(=O)c2ccc3nc(COc4ccc(C#N)cc4)[nH]c3c2)cc1	6.7	4.8	2.7	-1.2	2.9	4.9	2.4	0.8	19.5
O=c1c2cc(Cl)ccc2[nH]c(=S)n1Cc1cccs1	-7.2	1.4	1.5	-2.0	-0.6	9.4	2.5	-6.0	-5.1
CCOC(=O)COc1ccc2ccccc2c1/C=C/[N+](=O)[O-]	-47.3	3.5	-1.2	-1.1	2.2	-8.2	10.1	0.1	3.9
Cc1ccc2c(c1)NC(=O)C(CC(=O)NCc1ccc(F)cc1)O2 (configuration not stated)	14.5	-6.6	-4.1	-2.1	1.7	-10.8	0.8	-2.2	1.8
COc1ccccc1-n1c(CNC(=O)c2cccs2)n[nH]c1=S	3.4	-4.8	-3.3	-0.2	0.7	-2.6	4.0	2.0	4.6
COC(=O)NNC(=O)Cc1cccc2ccccc12	1.7	5.0	-1.3	1.7	0.8	7.7	9.6	-5.7	-0.6
CCC(=O)N(CC(=O)Nc1sc(C)c(C)c1C(N)=O)C1CCCC1	-8.5	-3.0	0.3	-0.5	-0.4	-6.6	3.8	-5.8	0.7
OCC1OC(Oc2c[nH]c3ccccc23)C(O)C(O)C1O (configuration not stated)	16.7	1.7	0.7	0.2	2.2	-18.2	4.2	-9.5	3.0

Reprinted at random: 6 compounds from above, in no set order.
SMILES	CRFBP-R2 block	M5 PAM	CHRM5 agonist	CRFBP-R2 agonist	M4 ag	CHRM4 antagonist	IDE cell inh	CHRM5 antagonist	M4 PAM
CCOC(=O)COc1ccc2ccccc2c1/C=C/[N+](=O)[O-]	-47.3	3.5	-1.2	-1.1	2.2	-8.2	10.1	0.1	3.9
COc1ccc(/C=C/C(=O)OCC(=O)c2ccc3c(c2)NC(=O)CO3)cc1	-18.1	-5.5	2.9	0.6	0.4	4.5	-1.3	5.2	0.3
COC(=O)NNC(=O)Cc1cccc2ccccc12	1.7	5.0	-1.3	1.7	0.8	7.7	9.6	-5.7	-0.6
CCC(=O)N(CC(=O)Nc1sc(C)c(C)c1C(N)=O)C1CCCC1	-8.5	-3.0	0.3	-0.5	-0.4	-6.6	3.8	-5.8	0.7
COc1ccc(NS(=O)(=O)c2ccc3nc(COc4ccc(C#N)cc4)[nH]c3c2)cc1	6.7	4.8	2.7	-1.2	2.9	4.9	2.4	0.8	19.5
Cc1ccc(-n2c(C)c([N+](=O)[O-])c3ccc(O)c(CN(C)C)c32)cc1	-20.8	-2.9	-1.3	0.4	1.4	1.9	0.5	2.8	-2.4

Following part.
SMILES	CRFBP-R2 block	M5 PAM	CHRM5 agonist	CRFBP-R2 agonist	M4 ag	CHRM4 antagonist	IDE cell inh	CHRM5 antagonist	M4 PAM
Cc1ccc(NC(=O)Nc2cc(-c3ccccc3)nn2C)cc1Cl	-1.2	-5.1	3.8	-0.2	7.0	0.3	15.2	14.4	0.9
CC(=O)Nc1ccc(S(=O)(=O)NNC(=S)NCc2ccco2)cc1	12.5	-0.2	-1.6	-3.4	1.1	-1.1	-0.9	-12.0	12.5
COc1ccc(Br)cc1S(=O)(=O)N1CC(C)OC(C)C1 (configuration not stated)	-3.1	1.4	0.6	-0.1	0.6	-1.9	-1.5	2.0	-3.9
CCOc1cccc(C2NC(=S)NC(C)=C2C(=O)Nc2ccccc2)c1 (configuration not stated)	-6.7	-6.6	-0.4	-2.3	0.4	7.6	0.8	12.3	-1.4
COc1ccc(OC)c(NC(=O)C2CCN(c3cc(-c4ccccc4)nc4ncnn34)CC2)c1	15.5	-4.2	0.5	-0.4	-0.1	5.5	3.1	5.2	-10.1
O=C(CSc1nc2ccccc2c(=O)n1Cc1ccco1)NCc1ccccc1	-35.5	2.2	0.1	33.6	1.7	0.3	-1.7	-5.4	6.2
CCN(CC)S(=O)(=O)c1cccc(NC(=O)CSc2nc3ccccc3[nH]2)c1	-9.1	-13.1	4.4	0.9	11.3	-5.0	7.9	12.4	-8.3
COc1ccc(CN2C(=O)CSC2c2ccccn2)cc1 (configuration not stated)	-7.0	4.7	-3.0	-0.3	3.7	2.1	10.3	-2.1	-6.5
Cc1ccc(S(=O)(=O)N2C[C@@H]3[C@H]4CC[C@H](C4)[C@@H]3[C@@H](C)[C@@H]2c2cccn2Cc2ccccc2)cc1	2.7	5.2	0.4	0.9	-0.7	-9.9	.	-18.5	8.3
CC1=C(C(N)=O)C(c2cccnc2)n2nc(-c3cccc(Cl)c3)nc2N1 (configuration not stated)	4.8	-3.9	-1.3	1.1	0.8	-3.4	4.3	3.6	-2.0
COc1ccc(CC(=O)N2CCC(C)(C(=O)NS(=O)(=O)C3CC3)C2)cc1OC (configuration not stated)	.	0.9	0.3	.	-0.6	-3.6	.	-2.7	-1.5
Cc1sc2ncnc(NCCCN3CCCC3=O)c2c1C	-8.0	3.7	-0.7	-1.2	1.4	-4.9	-1.8	2.3	-0.3
Cc1cc(C(=O)Nc2ccc3c(c2)OCCO3)ccc1[N+](=O)[O-]	1.9	6.5	-0.8	-0.5	0.3	-6.8	0.3	4.0	5.3
CCOc1ccc2oc(C(=O)Nc3ccc4c(c3)OCO4)c(C)c2c1	-1.2	-6.3	-6.1	1.7	0.7	7.0	-13.9	12.4	5.8
O=C(COC(=O)c1ccc(Br)o1)NCc1ccc(F)cc1	1.5	-0.7	0.5	-1.0	0.3	-2.6	-4.4	8.8	4.8
Cc1ccc(SCC(=O)Nc2nnc(-c3ccco3)o2)cc1	-2.1	0.8	-3.5	1.4	1.1	-20.5	4.6	6.9	12.3
CCc1ccccc1S(=O)(=O)Cc1ccc(C(=O)NCCc2ccccc2)o1	1.8	-8.5	-5.7	0.5	5.4	-1.0	-0.6	14.3	-1.0
CCc1ccc2c(CN3CCN(S(=O)(=O)c4ccc5c(c4)OCCO5)CC3)cc(=O)oc2c1	8.8	-5.1	-11.9	-0.7	-0.2	-0.7	6.1	1.1	-4.9
CC1C(=O)OC(c2ccc(Cl)cc2)C(C)(C)C1=O (configuration not stated)	5.3	-4.2	-2.8	1.8	1.2	-12.6	.	7.1	-0.1
O=C(CCN1C(=O)S/C(=C\c2cccs2)C1=O)NC1=NCCS1	-0.9	-9.9	-0.4	-0.6	7.7	-1.6	4.1	10.6	-5.8
COc1ccc(C(=O)CC(=O)C(=O)Nc2cccc(C(C)=O)c2)cc1	3.7	-2.5	-2.7	0.0	0.5	-5.6	3.2	-0.7	4.2
O=C1C=CC(=O)N1Cc1ccncc1	-9.4	-1.4	2.3	1.4	1.1	-4.4	.	6.4	4.8
O=[N+]([O-])c1ccc(COc2ccc(-c3[nH]ncc3-c3ccccc3)c(O)c2)cc1	-41.6	2.0	0.2	-0.2	6.2	7.4	-1.3	2.1	2.3
O=C(NCCN1CCOCC1)C1CC(=O)N(c2ccc(F)cc2)C1 (configuration not stated)	8.0	3.8	-3.8	-0.1	0.5	-4.5	4.7	6.0	7.0
C=CCNC(=S)NNC(=O)c1csc(CC)c1	14.5	3.3	-1.1	-4.4	0.1	-4.6	2.2	1.2	3.0
CC(C)Sc1nc2[nH]ncc2c(=O)[nH]1	5.2	-4.2	-1.4	1.4	1.0	-9.2	1.6	7.0	8.9
Cc1sc2ncnc(SCC(=O)N3CCCC(C(F)(F)F)C3)c2c1C (configuration not stated)	6.0	-1.4	-4.3	-2.5	-0.1	-4.5	-4.2	-6.9	1.2
Cc1ccc(C(=O)N/C(=C\c2ccc(C(C)C)cc2)C(=O)NCCCN2CCOCC2)cc1	-8.0	-1.0	-1.5	-2.6	2.5	-3.9	2.9	-0.7	-6.0
COc1ccc(-n2nc3c(c2NC(=O)c2ccc(N4C(=O)CCC4=O)cc2)CSC3)cc1	-0.1	5.0	0.2	-0.2	2.0	-1.9	-5.7	4.4	1.8
